M1 ag: human M1 muscarinic receptor agonism; P11229; CHO-K1 hM1, Fluo-8 calcium fluorescence, agonist mode; 0% DMSO, 100% acetylcholine EC100; activation, % at 3 µM; hit rate 0.33% among 360,000;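 active means activation above the run's mean compound activation plus 3 SD, cut at about 16% in these data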;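 further: peak over basal fluorescence ratio within a 140 s kinetic read after compound addition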
Target sequence (P11229 whole entry, looked up): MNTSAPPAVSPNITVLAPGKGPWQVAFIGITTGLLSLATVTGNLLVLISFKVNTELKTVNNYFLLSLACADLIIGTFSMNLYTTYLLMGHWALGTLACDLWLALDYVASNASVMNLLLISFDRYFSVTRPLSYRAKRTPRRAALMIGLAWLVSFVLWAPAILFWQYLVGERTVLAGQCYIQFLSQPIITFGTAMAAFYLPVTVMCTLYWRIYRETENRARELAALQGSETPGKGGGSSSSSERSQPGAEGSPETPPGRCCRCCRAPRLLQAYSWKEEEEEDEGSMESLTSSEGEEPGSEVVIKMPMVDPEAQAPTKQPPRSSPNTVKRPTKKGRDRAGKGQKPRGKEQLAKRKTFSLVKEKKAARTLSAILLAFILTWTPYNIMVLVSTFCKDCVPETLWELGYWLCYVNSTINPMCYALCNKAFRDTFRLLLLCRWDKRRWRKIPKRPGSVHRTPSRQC
M1 ag parental: nonselective activator or artifact in parental CHO-K1 cells; Fluo-8 calcium fluorescence; scaled to maximal ATP response, vehicle zero; activation, % at 3 µM; hit rate 0.48% among 360,000; in the data active means activation above about 15%;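 further: untransfected CHO-K1 host cells lacking M1 receptor as counterscreen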
CHRM1 PAM: human CHRM1 positive allosteric modulation; CHO-K1 hM1, Fluo-8 calcium fluorescence, ACh EC20; 0% = ACh EC20, 100% = maximal ACh; activation, % at 3 µM; hit rate 0.088% among 360,000; AID 588819; in the data active means activation above about 19%, passing the limit was not always enough
CHO parental Ca: counter-screen: ATP calcium response change in parental CHO cells; inhibition, % at 5.6 µM; hit rate 0.63% among 330,000; parental CHO-K1, ATP-induced calcium, Fluo-8 fluorescence;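 active means inhibition above that plate's mean sample inhibition plus 3 SD, cut at about 26% in these data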;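 further: 0% = ATP-challenged DMSO wells and 100% = DMSO wells without ATP; some compounds past the cut are filed as inactive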
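Assay system – parental CHO cells · Reagent – ATP stimulus · Detection – intracellular calcium via Fluo-8 no-wash fluorescent dye · Evaluation – percent inhibition of ATP-evoked calcium rise, normalized to controls · Controls – ATP wells versus no-ATP DMSO wells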
CHO-K1 Ca antag: counter-screen for M1 antagonists: effect in parental CHO-K1 cells; inhibition, % at 3 µM; hit rate 0.6% among 360,000; ATP-induced calcium, Fluo-8 fluorescence; AID 602250;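 active means inhibition above a per-plate cutoff, the plate's mean sample inhibition plus 3 SD, cut at about 24% in these data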;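 further: 0% = DMSO plus EC80 ATP and 100% = DMSO alone without ATP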
CHO-K1 Ca PAM: nonselective activator or artifact in parental CHO-K1 calcium assay. hit rate 0.02% among 360,000. ATP EC20, Fluo-8 calcium fluorescence; 0% at ATP EC20, 100% at ATP max. activation, % at 3 µM;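 active means activation above the run cutoff, the mean activation of all test compounds plus 3 SD, cut at about 40% in these data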;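 further: peak over basal fluorescence ratio in a 140 s read after ATP addition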
TAAR1 antag: antagonists of human TAAR1. Q96RJ0. CHO RD-HGA16 TAAR1, Fluo-8 calcium fluorescence, antagonist. inhibition, % at 3 µM. hit rate 1.5% among 360,000;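 active means inhibition above a per-plate cutoff, the mean inhibition of test compounds on that plate plus 3 SD, cut at about 49% in these data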;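 further: 0% = DMSO plus EC80 beta-PEA response and 100% = DMSO alone without agonist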
Target sequence (Q96RJ0 whole entry, looked up): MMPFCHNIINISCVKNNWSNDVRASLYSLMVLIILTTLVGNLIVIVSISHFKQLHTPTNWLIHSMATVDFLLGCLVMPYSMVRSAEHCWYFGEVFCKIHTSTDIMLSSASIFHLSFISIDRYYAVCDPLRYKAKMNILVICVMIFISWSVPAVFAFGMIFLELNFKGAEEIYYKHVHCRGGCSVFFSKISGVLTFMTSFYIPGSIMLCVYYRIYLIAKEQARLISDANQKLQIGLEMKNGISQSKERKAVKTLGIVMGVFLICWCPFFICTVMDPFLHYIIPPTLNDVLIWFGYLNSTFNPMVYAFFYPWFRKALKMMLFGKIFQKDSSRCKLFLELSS
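Test system: CHO RD-HGA16 cells bearing hTAAR1 | Reagent: β-PEA, EC80 | Compound dosing: 3 µM, single point | Schedule: Dye loading 75 min at 37 °C, then 30 min room temperature | Signal: Calcium fluorescence with Fluo-8 | Evaluation: Percent inhibition of PEA-evoked calcium signal, max/basal emission ratio | Control set: DMSO-only wells and EC80 β-PEA-stimulated wells | Repeats: Singlicate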
CHRM1 antagonist: blocks human M1 muscarinic receptor; CHO-K1 hM1, Fluo-8 calcium fluorescence, ACh EC80 antagonist; AID 588852; hit rate 1.3% among 360,000; P11229; inhibition, % at 3 µM;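 active means percent inhibition above its own plate's cutoff, namely the mean of that plate's compound wells plus 3 SD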;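 further: peak over basal fluorescence ratio during 140 s after agonist addition; 0% = ACh EC80 plus DMSO and 100% = DMSO alone without agonist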
TAAR1 ag: human TAAR1 agonism | Q96RJ0 | CHO RD-HGA16 TAAR1, Fluo-8 calcium fluorescence; vehicle wells 0%, saturating PEA agonist 100% | activation, % at 3 µM | hit rate 0.99% among 360,000;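 active means activation above the mean activation of all test compounds in the run plus 3 SD, cut at about 38% in these data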
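System: CHO-derived RD-HGA16 cells with stable Gα16 and human TAAR1. Times: 17-24 h plating, Fluo-8 75 min 37 °C, 30 min RT. Measured by: calcium-sensitive Fluo-8 signal, excitation 470-495, emission 515-575 nm. Read-out basis: % activation relative to PEA EC100 response. Control set: DMSO and PEA EC100. Repeats: no replicates (n 1).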
Numbers without * were called inactive; · = no result given.

SMILES	M1 ag	M1 ag parental	CHRM1 PAM	CHO parental Ca	CHO-K1 Ca antag	CHO-K1 Ca PAM	TAAR1 antag	CHRM1 antagonist	TAAR1 ag
CC1CCCCN1C(=O)Cn1c(=O)oc2ccccc21 (stereo unspecified)	-3	-0.1	2	-1	10	1	-15	2	11
COc1cccc(-n2cn[nH]c2=S)c1	-7	0.1	7	-2	-18	2	6	-10	9
Cc1ccc(S(=O)(=O)CCN2CCN(c3ccccc3)CC2)cc1	-1	0.0	8	-11	5	8	13	-15	-1
O=C(Oc1ccc(/C=N/NC(=O)c2ccccc2F)cc1)c1ccccc1	-2	0.6	5	6	2	-21	-10	-2	1
COc1ccc2c(c1)CCc1c(C(=O)Nc3c(C)n(C)n(-c4ccccc4)c3=O)noc1-2	-6	-0.3	6	-20	-23	16	1	-7	-1
Cn1c(SCC(=O)c2c(N)n(C)c(=O)n(C)c2=O)nnc1-c1ccccc1	-2	-0.1	-3	-9	4	-3	-21	2	2
CC1=C(C(=O)OCC(C)C)C(c2ccc(F)cc2)NC(=O)N1 (stereo unspecified)	-8	0.8	5	-20	1	7	-30	-5	14
Cc1cc(C)n(CC(=O)NCc2cc(-c3nn(C)c(=O)c4ccccc34)ccc2C)n1	-3	0.8	6	-15	-1	13	0	-5	12
CC(=O)c1cccc(NS(=O)(=O)c2ccc3c(c2)oc(=O)n3C)c1	-3	1.1	5	7	-5	13	9	-9	8
COc1cc(/C=N/NC(=O)c2ccccc2)ccc1O	-3	-0.2	-2	-7	0	-17	9	6	10
c1ccc2c(c1)CCc1c(-c3ccncc3)n[nH]c1-2	-5	8.9	4	-13	-13	10	9	0	16
O=C(NCCc1ccccc1)c1ccccc1Cl	-7	0.6	14	-3	-2	2	-23	-20	2
CCOC(=O)C1C(=O)CC(C)(O)C(C(=O)OCC)C1c1ccc(F)cc1 (stereo unspecified)	-9	0.7	4	-8	-20	19	-5	0	10
CCOC(=O)c1cn(Cc2ccc(C)cc2)c2cc(F)ccc2c1=O	17*	-0.7	18	-14	6	-16	-30	-10	3
CCOC(=O)C1=C(CC)OC(N)=C(C#N)C1c1cccs1 (stereo unspecified)	9	0.2	11	-12	-14	10	-47	8	-1
N#Cc1c(N)nc(Sc2ccc(Cl)cc2)c(C#N)c1-c1ccccc1Cl	-2	3.6	-3	-7	-2	5	16	15	7
O=C(COC(=O)Cn1cnc2ccccc2c1=O)Nc1ccc(Cl)cc1	-1	1.2	14	-17	0	13	14	-10	49*
CCOC(=O)N1CCN(Cc2c(NC(=O)c3ccco3)sc(C)c2C)CC1	2	0.6	0	-27	0	0	-13	0	10
COc1ccccc1C(=O)NCCSCc1c(F)cccc1Cl	-2	0.7	12	-18	-5	20	9	-17	0
CC(=O)C12CCCCC1CC1[C@@H]3CC(C)C4=CC(=O)CC[C@]4(C)C3CC[C@@]12C (stereo partly specified)	0	-0.3	15	·	-1	-4	-2	-6	4
CCN(CC)S(=O)(=O)c1ccc(Cl)c(NC(=O)c2ccncc2)c1	-4	15	10	-1	3	20	9	-5	4
Cc1ccc(CSc2ccc(S(=O)(=O)N3CCCCC3)cn2)cc1	-1	1.3	6	·	3	-3	-36	-5	-1
Cc1ccc(NC(=S)NC2CC3CCCC(C2)N3Cc2ccco2)cc1 (stereo unspecified)	-5	1.1	-4	-17	-15	10	-6	8	2
CC(C)C(=O)Nc1ccc2oc(-c3cc(F)c(F)cc3Cl)nc2c1	-4	0.8	10	5	-5	14	6	-10	2
Cc1ccc(-c2nc3ncccn3c2Nc2ccc3c(c2)OCO3)o1	-1	0.2	3	-26	-9	22	2	-24	10
Cc1ccc(S(=O)(=O)N2CCOCC2)cc1NC(=O)COC(=O)COc1ccccc1[N+](=O)[O-]	0	-0.2	10	-10	-1	-1	-13	-17	6
O=C(Nc1nnc(S(=O)(=O)N2CCN(c3ccc(F)cc3)CC2)s1)c1ccco1	-1	0.4	2	-8	-5	3	-8	-5	-1
NC(=O)C1c2ccccc2CSc2ccccc21 (stereo unspecified)	-4	0.1	-1	-13	-3	0	-7	-1	10
O=C(c1ccc2c(=O)n(C3CCCC3)c(=S)[nH]c2c1)N1CCc2ccccc21	-4	0.0	-3	-10	0	-6	-11	3	14
O=C1N=C(N2CCCC2)S/C1=C\c1cccc(Br)c1	-5	0.5	12	6	11	-3	10	-10	-2
Cc1ccnc(NC(=O)CCNS(=O)(=O)c2ccc(C)c(C)c2)c1	2	3.6	-1	-14	-7	-12	-27	0	4
COc1ccc([C@H]2C[C@H](n3cc(COC(=O)c4ccccc4)nn3)[C@@H](O)CN2Cc2cccs2)cc1	-1	0.7	9	·	-10	16	17	-4	1
Cc1c(CN2CCN(CC(C)(C)C)C(CCO)C2)[nH]c2ccccc12 (stereo unspecified)	-5	0.5	28	·	-14	10	-22	-12	2
CC1(c2ccc3c(c2)OCCO3)NC(=O)N(CC(=O)c2ccc[nH]2)C1=O (stereo unspecified)	1	2.1	12	0	-12	-1	5	-11	7
NCC(c1ccccc1)c1c[nH]c2ccccc12 (stereo unspecified)	-3	0.8	-4	-1	9	-8	3	16	0
Cn1c(-c2sc3cc(C(F)(F)F)cnc3c2-c2cccnc2)n[nH]c1=S	-5	1.4	6	-14	-15	25	2	-18	5
COc1ccc(CNC(=O)C2(C)Cc3c(-c4ccc5c(c4)OCO5)ccnc3O2)cc1OC (stereo unspecified)	-7	-1.1	-1	·	-3	-8	-27	5	-2
COc1ccc(N/N=C2/CCCCC2=O)cc1	-4	0.0	6	13	1	-2	-11	-10	2
COc1cccc(C(=O)Nc2ccc3nc(N4CCOCC4)cc(C)c3c2)c1	-2	2.5	-4	-10	14	3	27	1	13
COC(=O)c1cc(NC(=O)C2COc3ccccc3O2)cc(C(=O)OC)c1 (stereo unspecified)	1	1.4	2	-17	-2	-2	15	-3	7
CCCCN(Cc1ccco1)C(=O)c1cc2c(=O)[nH]c3ccc(C)cc3c2s1	-4	0.4	-1	-13	3	5	8	-3	0
CCC(CC)c1nnc(NC(=O)C2COc3ccccc3O2)s1 (stereo unspecified)	-8	1.0	-2	-16	-27	0	-12	-2	7
CC(=O)Nc1ccc(S(=O)(=O)N=S(C)(C)=O)cc1	-2	-0.3	5	-5	3	5	-12	-2	1
COC(=O)c1ccccc1NC(=O)CN1CCc2ccccc2C1	-4	0.2	2	-24	0	-3	7	-9	10
Cc1ccc(C)n1-c1ccc(NC(=O)c2ccccc2)cc1	-11	3.2	-9	0	4	-8	20	16	-1
O=C(CSc1n[nH]c(=O)n1Cc1ccccc1)Nc1ccc(N2CCOCC2)cc1	-2	0.8	4	·	-9	-10	-9	-2	1
Cc1noc(-c2ccccc2)c1NC(=O)Nc1ccccc1	-3	0.6	3	-8	5	-6	-8	1	5
CC1CN(CCCSc2ccc(Cl)cc2)CC(C)O1 (stereo unspecified)	-7	0.5	-2	-1	1	-8	-16	-2	4
CC1=C(C(=O)N(C(C)C)C(C)C)CC(CC(=O)NC2CCCC2)C(=O)N1CCCN1CCCC1=O (stereo unspecified)	-4	0.8	6	·	17	0	-12	-1	4
C=CCN1C(=O)c2ccccc2NC1c1ccc(Br)s1 (stereo unspecified)	-11	9.2	0	-26	-5	9	6	0	4
CCOC(=O)Cc1csc(NS(=O)(=O)c2ccc(F)cc2)n1	-4	-0.3	11	-10	-5	13	-8	-14	12
CC(=O)Nc1ccccc1Sc1ccc2c3c(cccc13)C(=O)N(c1ccc(C)cc1)C2=O	-4	-0.1	3	-4	-3	9	-1	-14	47*
Cn1ccc2c(N3CCCCCC3)cc3c(c21)C1CCC3O1 (stereo unspecified)	2	2.7	8	·	-21	19	-15	-25	0
O=C(COC(=O)CCC(=O)c1cccs1)Nc1cccc(F)c1	3	1.7	3	-3	4	14	-4	-3	4
CC(C)(C)OC(=O)N1CCC(NC(=O)c2nc[nH]c2C(=O)N2CCc3ccccc3C2)CC1	-4	-0.4	-7	-5	2	-11	24	18	16
CCNC(=O)c1c(NC(=O)C2COc3ccccc3O2)sc2c1CCCC2 (stereo unspecified)	3	0.8	-3	-15	-7	22	10	8	11

As a working copy, part of the list above.
SMILES	M1 ag	M1 ag parental	CHRM1 PAM	CHO parental Ca	CHO-K1 Ca antag	CHO-K1 Ca PAM	TAAR1 antag	CHRM1 antagonist	TAAR1 ag
CC(=O)Nc1ccc(S(=O)(=O)N=S(C)(C)=O)cc1	-2	-0.3	5	-5	3	5	-12	-2	1
COC(=O)c1ccccc1NC(=O)CN1CCc2ccccc2C1	-4	0.2	2	-24	0	-3	7	-9	10
Cc1ccc(C)n1-c1ccc(NC(=O)c2ccccc2)cc1	-11	3.2	-9	0	4	-8	20	16	-1
O=C(CSc1n[nH]c(=O)n1Cc1ccccc1)Nc1ccc(N2CCOCC2)cc1	-2	0.8	4	·	-9	-10	-9	-2	1
Cc1noc(-c2ccccc2)c1NC(=O)Nc1ccccc1	-3	0.6	3	-8	5	-6	-8	1	5
CC1CN(CCCSc2ccc(Cl)cc2)CC(C)O1 (stereo unspecified)	-7	0.5	-2	-1	1	-8	-16	-2	4
CC1=C(C(=O)N(C(C)C)C(C)C)CC(CC(=O)NC2CCCC2)C(=O)N1CCCN1CCCC1=O (stereo unspecified)	-4	0.8	6	·	17	0	-12	-1	4
C=CCN1C(=O)c2ccccc2NC1c1ccc(Br)s1 (stereo unspecified)	-11	9.2	0	-26	-5	9	6	0	4
CCOC(=O)Cc1csc(NS(=O)(=O)c2ccc(F)cc2)n1	-4	-0.3	11	-10	-5	13	-8	-14	12
CC(=O)Nc1ccccc1Sc1ccc2c3c(cccc13)C(=O)N(c1ccc(C)cc1)C2=O	-4	-0.1	3	-4	-3	9	-1	-14	47*
Cn1ccc2c(N3CCCCCC3)cc3c(c21)C1CCC3O1 (stereo unspecified)	2	2.7	8	·	-21	19	-15	-25	0
O=C(COC(=O)CCC(=O)c1cccs1)Nc1cccc(F)c1	3	1.7	3	-3	4	14	-4	-3	4
CC(C)(C)OC(=O)N1CCC(NC(=O)c2nc[nH]c2C(=O)N2CCc3ccccc3C2)CC1	-4	-0.4	-7	-5	2	-11	24	18	16
CCNC(=O)c1c(NC(=O)C2COc3ccccc3O2)sc2c1CCCC2 (stereo unspecified)	3	0.8	-3	-15	-7	22	10	8	11
